Assay outcomes (PubChem)
MrgX1 antagonist: antagonists of human MrgX1 receptor, primary screen, HEK293 cells, Fluo-4 calcium flux; BAM8-22 antagonism; stronger effect = lower value; 1.3% of 310,000 active; B-score at 10 µM;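 active = calcium-response B-score plate-corrected more than 3 library SD below zero, starting fluorescence within 5 deviations, no agonist response on first addition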;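 note: peak minus trough fluorescence over baseline after final BAM8-22 challenge near maximal dose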
Target sequence (Q96LB2 whole entry, looked up): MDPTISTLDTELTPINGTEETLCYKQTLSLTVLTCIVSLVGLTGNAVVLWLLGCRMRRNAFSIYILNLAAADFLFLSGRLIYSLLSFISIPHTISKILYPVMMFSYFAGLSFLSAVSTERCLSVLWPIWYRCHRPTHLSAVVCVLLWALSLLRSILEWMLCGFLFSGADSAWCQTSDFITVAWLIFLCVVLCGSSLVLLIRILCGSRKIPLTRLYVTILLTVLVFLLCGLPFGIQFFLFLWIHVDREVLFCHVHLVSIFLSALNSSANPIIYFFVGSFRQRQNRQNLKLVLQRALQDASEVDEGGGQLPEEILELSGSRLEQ
RGS4 inh: RGS4 inhibitors, primary screen, cell-based, HEK293 M3R inducible RGS4, calcium flux; 0.45% of 310,000 active; Regulator of G-protein signaling 4 (Homo sapiens), P49798; B-score at 10 µM; Fluo-4 calcium flux; stronger effect = higher value; triggered by carbachol at its EC20;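 active = B-score, a plate-corrected calcium signal, over three deviations above library mean, with baseline fluorescence within five deviations of library mean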;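 note: RGS4 expression induced by doxycycline in cells with stable M3 receptor; B-score is computed from the integrated fluorescence ratio over baseline after carbachol; higher B-score means a larger calcium signal and so more RGS4 inhibition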
Target sequence (P49798 whole entry, looked up): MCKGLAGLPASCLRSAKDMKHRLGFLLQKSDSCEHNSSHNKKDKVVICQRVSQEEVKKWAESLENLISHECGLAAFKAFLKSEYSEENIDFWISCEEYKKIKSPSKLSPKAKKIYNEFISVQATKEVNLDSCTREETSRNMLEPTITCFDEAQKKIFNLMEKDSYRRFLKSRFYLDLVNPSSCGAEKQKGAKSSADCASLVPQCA
SKKanGAS inh: S. pyogenes SKKanGAS growth inhibitors in kanamycin, primary screen, streptokinase expression inhibitor project, SKKanGAS strain, BacTiter-Glo luminescence. 1.3% of 300,000 active. inhibition, % at 7.5 µM. 6 h. AID 1662, 2009;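 active = mean replicate score, as percent of positive control median, at least 50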;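 note: strain carries kanamycin resistance gene driven by streptokinase promoter and grows in 40 µg/ml kanamycin; loss of luminescence reflects streptokinase promoter inhibition or plain growth inhibition; 0% = median of DMSO wells and 100% = positive control at its reference dose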
TRPC6 activator: mouse TRPC6 channel activators, primary screen, cell-based, HEK293, membrane potential dye; B-score at 10 µM; Short transient receptor potential channel 6 (Mus musculus), Q61143; 0.13% of 310,000 active; HEK293-TRPC6 membrane potential dye fluorescence; stronger effect = higher value; AID 2550, 2010;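 active = B-score of the integrated fluorescence ratio above library mean plus 3 SD, and starting fluorescence ratio within library mean plus 5 SD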;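 note: higher score means more depolarization so channel activation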
RGS4 pot: RGS4 potentiators or activators, primary screen, cell-based, HEK293 M3R inducible RGS4, calcium flux | 0.92% of 310,000 active | B-score at 10 µM | AID 463111, 2010 | carbachol calcium flux Fluo4; stronger effect = lower value;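 active = B-score of the integrated calcium signal more than 4 SD below the library mean, with starting fluorescence not abnormally high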;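 note: negative B-score means reduced calcium response which marks RGS4 activation or potentiation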
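Material: Inducible-RGS4 HEK293 cells carrying M3 receptor; also added: carbachol at ECmax as muscarinic agonist stimulus; incubation: compound preincubation 20 min at room temperature before agonist; signal: Fluo4-AM (2 µM) calcium-flux fluorescence, kinetic read; measure: integrated calcium ratio converted to B score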
TRPC6 inhibitor: mouse TRPC6 channel inhibitors, primary screen, cell-based, HEK293, membrane potential dye; Short transient receptor potential channel 6 (Mus musculus), Q61143; ACh-evoked depolarization; stronger effect = lower value; B-score at 10 µM; 1.1% of 310,000 active;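 active = B-score under library mean minus 3 SD, initial fluorescence not abnormally high, positive integrated signal ratio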;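 note: B-score derived from integrated fluorescence ratio over the kinetic read; more negative B-score means stronger inhibition of depolarization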
MrgX1 PAM: positive allosteric modulators of MrgX1, primary screen, HEK293 cells, Fluo-4 calcium flux. FDSS; stronger effect = higher value. AID 588675, 2011. B-score at 10 µM. 0.63% of 310,000 active;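 active = plate-corrected calcium response at least 3 library SD above typical, normal starting fluorescence, not activating the receptor alone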;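 note: compound read alongside a low EC10 to EC30 dose of BAM8-22 agonist; peak minus trough fluorescence over baseline measured at the second addition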
ANO1 activ: TMEM16A chloride channel activators or potentiators, primary screen, cell-based, HTS; Anoctamin-1 (Mus musculus), Q8BHY3; HEK293 TMEM16A/YFP-H148Q/I152L, iodide quench fluorescence; stronger effect = lower value; B-score at 10 µM; 0.3% of 340,000 active; AID 623877, 2012;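 active = fluorescence-ratio B-score plate-corrected deviation score at least 3 library SD below zero, with starting fluorescence score within 5 deviations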;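 note: channel opened by trigger with iodide after compound preincubation; score built on the fluorescence ratio of max minus min over baseline; more negative score means more quench and so TMEM16A activation or potentiation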
HDAC3 inh: HDAC3 deacetylase inhibitors, primary screen, biochemical, fluorescence, cell-free homogeneous | recombinant HDAC3, fluorogenic peptide/trypsin coupled | inhibition, % at 8.3 µM | 0.15% of 320,000 active | Histone deacetylase 3 (Homo sapiens), O15379 | AID 2718, 2010; in the data active = inhibition above about 26%, passing the limit was not always enough
Target sequence (O15379 whole entry, looked up): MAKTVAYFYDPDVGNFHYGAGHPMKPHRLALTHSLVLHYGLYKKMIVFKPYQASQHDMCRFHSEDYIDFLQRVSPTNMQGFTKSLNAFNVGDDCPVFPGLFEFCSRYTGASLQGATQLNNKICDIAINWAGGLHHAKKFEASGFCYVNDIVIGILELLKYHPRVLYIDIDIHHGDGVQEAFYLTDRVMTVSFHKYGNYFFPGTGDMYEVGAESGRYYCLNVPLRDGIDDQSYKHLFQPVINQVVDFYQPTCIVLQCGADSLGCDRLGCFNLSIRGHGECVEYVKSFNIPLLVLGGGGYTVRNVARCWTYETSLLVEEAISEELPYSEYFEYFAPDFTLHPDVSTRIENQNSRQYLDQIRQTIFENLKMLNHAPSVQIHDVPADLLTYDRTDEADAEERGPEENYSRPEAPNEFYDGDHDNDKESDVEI
TMEM16A inh: TMEM16A chloride channel inhibitors, primary screen, cell-based, HTS. Anoctamin-1 (Mus musculus), Q8BHY3. HEK293 TMEM16A/YFP iodide influx fluorescence, ionomycin. normalized B-score (activity score, 25-100; higher = stronger inhibition) at 10 µM. 1.2% of 310,000 active;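 active = ratio plate-corrected score three or more library SD toward inhibition, starting fluorescence score within five deviations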;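 note: score derived from kinetic fluorescence span divided by baseline fluorescence per well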
MrgX1 agonist: agonists of human MrgX1 receptor, primary screen, HEK293 cells, Fluo-4 calcium flux; Fluo-4 calcium fluorescence, agonist mode; stronger effect = higher value; 0.44% of 310,000 active; B-score at 10 µM; Mas-related G-protein coupled receptor member X1 (Homo sapiens), Q96LB2;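 active = calcium response B-score plate-corrected fluorescence ratio at least 3 library SD, with starting fluorescence B-score inside 5 SD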
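Test system: HEK293 cells stably expressing human MrgX1 receptor; amount: 15,000 cells per well; doses: compound delivered in addition one of three; times: overnight plating before 1 h dye loading; detection: Fluo-4 NW calcium-flux fluorescence, kinetic read; read-out basis: B-scored fluorescence response ratio; controls: positive and negative controls per plate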
Numbers without * were called inactive; i = inactive; nt = not tested or not shown.

SMILES | MrgX1 antagonist | RGS4 inh | SKKanGAS inh | TRPC6 activator | RGS4 pot | TRPC6 inhibitor | MrgX1 PAM | ANO1 activ | HDAC3 inh | TMEM16A inh | MrgX1 agonist
O=C(Nc1nnc(-c2ccc(Br)cc2)o1)c1cccc(N2C(=O)CCC2=O)c1 | i | i | 87.6* | i | i | i | i | i | -4.2 | i | i
C/C(=N\O)C(C)/[N+]([O-])=C/c1nc(C)c(C)n1O (stereo not drawn) | i | i | 5.1 | i | i | i | i | i | 6.5 | i | i
Cc1nnc(SCC(=O)Nc2ccc(Cl)cn2)s1 | i | i | -4.2 | i | i | i | i | i | -0.4 | i | i
CCCC(C)n1[nH]c(=O)c2c(C)cc(C)nc21 (stereo not drawn) | i | i | -3.8 | i | i | i | i | i | 4.1 | i | i
Cc1ccccc1Nc1nc(N)nc(CSc2nc3ccccc3s2)n1 | i | i | 2.6 | i | i | i | 8.81* | i | 13.9 | i | i
Cc1cc(OC(=O)C(C)(C)C)c([N+](=O)[O-])c(=O)[nH]1 | i | i | 5.1 | i | i | i | i | i | -1.9 | i | i
CC(C)(C)CC(C)(C)NCC(O)COCCOc1ccc(Br)cc1 (stereo not drawn) | i | i | -1.1 | i | i | i | i | i | 1.9 | i | i
CC1(C)CC(=O)C(C=NCCN2CCN(C(=S)NC3CCCCC3)CC2)=C(O)C1 | i | i | -1.0 | i | i | i | i | i | 1.1 | i | i
COc1ccc(OC)c(/C=N\NC(=O)CSc2nnc(CCCc3ccc(OC)c(C)c3)o2)c1 | i | i | 2.0 | i | i | i | i | i | 5.6 | 100* | i
CN(CC(=O)Nc1ccc(F)cc1)C(=O)c1cccc(S(=O)(=O)N2CCN(c3ccccc3)CC2)c1 | i | i | 8.9 | i | i | i | i | i | 7.8 | i | i
CCC(C)NC(=S)Nc1ccc2nc(N3CCOCC3)cc(C)c2c1 (stereo not drawn) | i | i | -1.3 | i | i | i | i | i | -22.5 | i | i
CCOc1ccc(-n2ccc(=O)c(C(=O)Nc3ccc(S(=O)(=O)Nc4nccs4)cc3)n2)cc1 | i | i | 10.6 | i | i | i | i | -22.7* | -1.1 | i | i
O=C(Nc1ccc(C(F)(F)F)cc1-c1ccccc1)c1ccccc1 | i | i | 12.5 | i | i | i | i | i | -4.9 | i | i
CC(=O)c1ccc(OCC(O)CN2CC(C)OC(C)C2)cc1 (stereo not drawn) | i | i | 1.3 | i | i | i | i | i | -1.8 | i | i
Cc1ccc(C(C(=O)NCc2ccco2)N(C(=O)CNC(=O)c2cccs2)c2ccc(C)cc2)cc1 (stereo not drawn) | i | i | 15.3 | i | i | i | i | i | 6.0 | i | i
CCC(Sc1nc(N)c(NC(=O)c2ccco2)c(=O)[nH]1)C(=O)O (stereo not drawn) | i | i | -1.5 | i | i | i | i | i | 8.3 | i | i
O=C(COc1ccccc1[N+](=O)[O-])Nc1ccccc1N1CCCC1 | i | i | 0.5 | i | i | i | i | i | 2.4 | i | i
COc1cc(NC(=O)CCCn2c(=S)[nH]c3ccccc3c2=O)cc(OC)c1OC | i | i | 1.0 | i | i | i | i | i | -4.2 | i | i
Nc1nc(SCC(=O)Nc2ccc3c(c2)OCO3)n[nH]1 | i | i | -3.3 | i | i | i | i | i | -1.1 | i | i
CN(C)CCCNC(=O)c1cc2c3ccccc3n(C)c2s1 | i | i | 7.3 | i | i | i | i | i | -3.4 | i | i
CCC1=Nc2cc(C(=O)NCCCN3CCN(C)CC3)ccc2Sc2ccccc21 | i | i | -3.3 | i | i | i | i | i | -2.4 | i | i
O=C(Nc1ccc(S(=O)(=O)Nc2ccc(F)cc2)cc1)c1ccc(CN2CCOCC2)cc1 | i | i | -1.6 | i | i | i | i | i | 6.3 | 25* | i
COc1cc2cc(CN(CCN3CCOCC3)C(=O)Nc3ccc(F)cc3)c(=O)[nH]c2cc1OC | i | i | 24.3 | i | i | i | i | i | -5.4 | i | i
Cc1ccc(C(=O)NC(=O)CSc2nncn2C)cc1 | i | i | -12.7 | i | i | i | i | i | -2.8 | i | i
OC(COc1ccc2ccccc2c1)CN1CCN(c2ccc(F)cc2)CC1 (stereo not drawn) | i | i | 2.0 | i | i | i | i | i | 0.0 | i | i
COc1cc(/C=N/Nc2ccc(C(=O)O)cc2)ccc1O | i | i | -4.6 | i | i | i | i | i | -3.0 | i | i
O=C(Nc1ncc([N+](=O)[O-])s1)C1CCN(S(=O)(=O)c2cnc[nH]2)CC1 | i | i | 5.2 | i | i | i | i | i | 5.9 | i | i
O=C1c2ccccc2C(=O)N1CCC(O)C[N+](=O)[O-] (stereo not drawn) | i | i | 3.1 | i | i | i | i | i | 4.3 | i | i
O=c1[nH]c(=S)[nH]c2nc(-c3ccccc3)cnc12 | i | i | -1.5 | i | i | i | i | i | 2.5 | i | i
N/C(=N\OC(=O)c1ccc(=O)n(Cc2ccccc2)c1)c1ccccn1 | -5.13* | i | -24.5 | i | i | i | i | i | 1.0 | i | i
OC(COc1ccc2c(c1)CCC2)Cn1cnc2ccccc21 (stereo not drawn) | i | i | -0.5 | i | i | i | i | i | -4.1 | i | i
CCCc1[nH]n(-c2ccc(F)cc2)c(=O)c1C=Nc1ccc(C)cc1 | i | i | -1.4 | i | i | i | i | i | 5.7 | i | i
O=C(C/C=N\OCc1ccc([N+](=O)[O-])cc1)Nc1ccc(Cl)cc1 | i | i | -9.7 | i | i | i | i | i | -0.3 | i | i
O=c1ccnc2n1COCS2 | i | i | 6.2 | i | i | i | i | i | -5.3 | i | i
O=c1ncn(-c2cccc(F)c2)c2ncccc12 | i | i | 0.2 | i | i | i | i | i | 1.2 | i | i
Cc1c(C(=O)NNS(=O)(=O)c2ccccc2Cl)sc(=S)n1C | i | i | 2.4 | i | i | i | i | i | 2.2 | i | i
O=C1/C(=C/c2ccc([N+](=O)[O-])cc2)CCC1C1CCCC1 (stereo not drawn) | i | i | -6.4 | i | i | i | i | i | -1.0 | i | i
COC(=O)C1=C(O)CSC1=Nc1ccccc1 | i | i | -8.6 | i | i | i | i | i | 2.2 | i | i
Cc1noc(C(=O)NCc2ccco2)c1Cl | i | i | 2.5 | i | i | i | i | i | 1.4 | i | i
CN1CCSc2ccc(C(=O)Nc3ccc(Cl)cc3)cc21 | i | i | -4.9 | i | i | i | i | i | nt | i | i
Cc1ccc(CN2C(=O)CSc3ccc(C(=O)NC4CC4)cc32)cc1 | i | i | 1.2 | i | i | i | i | i | 2.3 | i | i
O=C(CCS(=O)(=O)Cc1ccccc1F)NCCCN1CCCCC1 | i | i | -4.7 | i | i | i | i | i | -1.2 | i | i
COC(=O)c1cc(=O)n(CCc2ccccc2)c(=Nc2ccc(F)cc2)s1 | i | i | -4.3 | i | i | i | i | i | -7.3 | i | i
COc1ccc(N2CCN(CCNC(=O)Nc3ccc(C)cc3Cl)CC2)cc1 | i | i | -3.0 | i | i | i | i | i | -6.5 | i | i
CSc1cccc(NC(=O)CN(Cc2ccc(Cl)cc2)S(C)(=O)=O)c1 | i | i | -2.2 | i | i | i | i | i | 1.7 | i | i
NS(=O)(=O)c1ccc(N/N=C/c2cn(-c3ccccc3)nc2-c2cccs2)c([N+](=O)[O-])c1 | i | i | 13.0 | i | i | i | i | i | -4.9 | i | i
Cc1cccnc1NC(=S)NC(=O)c1cncc(Br)c1 | -4.55* | i | 0.6 | i | i | i | i | i | -10.7 | i | i
O=C(c1ccncc1)N1N=C(C2CCCCC2)CC1(O)C(F)(F)F (stereo not drawn) | i | i | 19.7 | i | -7.41* | -5.76* | i | nt | 4.0 | i | i
Cc1ccc(C(=O)Nc2ccc(NC(=O)c3ccco3)c(C)c2)cc1 | i | i | -4.9 | i | i | i | i | i | -15.8 | i | i
CCc1nnc(NC(=O)CCS(=O)(=O)Cc2ccccc2)s1 | i | i | 0.3 | i | i | i | i | i | -2.1 | i | i
O=C(CCc1c[nH]c2ccccc12)Nc1ncccc1O | i | i | 11.5 | i | i | i | i | i | 13.0 | i | i
Cc1ccc(S(=O)(=O)N2CCN(c3ccccc3)CC2)cc1C | i | i | -4.8 | i | i | i | i | i | -1.6 | i | i
COc1cccc(Nc2nc3cc(OC)ccc3cc2C#N)c1 | i | i | -9.2 | i | i | i | i | i | 1.9 | i | i
Cc1ccccc1C(=O)NNC(=S)NC(=O)COc1ccccc1 | i | i | 2.7 | i | i | i | i | i | 7.2 | 25* | 120*
COC(=O)c1sc(S(=O)(=O)Nc2ccc(C)cc2)c(C(=O)OC)c1C | i | i | 0.2 | i | i | i | i | i | -1.7 | i | i
Cc1cccc(NC(=O)CCN2C(=O)c3ccccc3C2=O)c1 | i | i | 2.0 | i | i | i | i | i | 2.4 | i | i
O=[N+]([O-])c1ccc(S(=O)(=O)N2CCN(Cc3ccco3)CC2)cc1 | i | i | -1.3 | i | i | i | i | i | 2.4 | i | i
O=C(c1cc(-c2ccccn2)nc2c(Cl)cccc12)N1CCN(S(=O)(=O)c2ccccc2)CC1 | i | i | 5.8 | i | i | i | i | i | -1.8 | i | i
CCOC(=O)C1CCN(C(=O)c2ccc3c(=O)n4nc(Nc5cc(C)ccc5C)sc4nc3c2)CC1 | i | i | 49.5* | i | i | i | i | i | -1.9 | i | i
COc1ccc(/C=N/N2CCN(Cc3ccc(C)cc3)CC2)cc1Br | i | i | 1.0 | i | i | i | i | i | 5.9 | i | i
Cc1ccc(C(=O)NC(=S)Nn2cnnc2)cc1 | i | i | -0.5 | i | i | i | i | i | -2.2 | i | i
Oc1cccc2ccc(N3CCOCC3)nc12 | i | i | -1.9 | i | i | i | i | i | -9.8 | i | i
